H9c2 TAG inh = inhibitors of triacylglycerol accumulation, primary screen, cell-based, uHTS, fluorescence, H9c2. inhibition, % at 12.5 µM. 0.66% of 230,000 active. H9c2 cells, Nile Red lipid (TAG) fluorescence; cells loaded with 200 µM oleic acid;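 active = pattern-corrected inhibition of lipid staining of at least 50% with the nuclear-stain viability signal not falling by more than 50%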;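 note: 0% = DMSO wells and 100% = triacsin C control wells; some results filed as inactive read as strong as hits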
H9c2 TAG inh DAPI viability = second read-out of H9c2 TAG inh, no call of its own (marks repeat the call); DAPI nuclei signal change (viability), lower = more cytotoxic, %;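 whole-well DAPI fluorescence read on a plate reader as a viability signal; minus 50 percent equals half of cells still viable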
* hit, by the source's call. This is a subset. The share of hits here may be higher or lower than overall.

Compound | H9c2 TAG inh | H9c2 TAG inh DAPI viability
C[C@H](CO)N1C[C@H](C)[C@@H](CN(C)S(C)(=O)=O)Oc2ccc(NC(=O)Nc3ccc4c(c3)OCO4)cc2C1=O | -1 | 2
O=S(=O)(c1cccc2c(S(=O)(=O)N3CCCC3)cccc12)N1CCCC1 | -6 | -6
CCN(CC(=O)Nc1c(F)cccc1F)C(=O)c1ccc(N2CCCC2)c([N+](=O)[O-])c1 | 11 | -2
Cc1ccc(S(=O)(=O)Nc2cccc(C(=O)NCCCN3CCCC3=O)c2)cc1F | -8 | -4
Cc1ccccc1NC(=O)CSc1nn2c(=O)c(C)nnc2s1 | 4 | -3
COc1cccc(NC(=O)CN(C)C(=O)CCCc2nc3ccccc3s2)c1 | -10 | 1
O=S(=O)(Nc1cccc(S(=O)(=O)N2CCOCC2)c1)c1ccc2c(c1)OCCO2 | -3 | -5
C=CCOc1ccc(/C=C/C(=O)OCC(=O)N2CCN(C(C)=O)CC2)cc1 | 1 | -1
CCOC(=O)C1CCN(CC(=O)Nc2c(C(=O)OC)[nH]c3cccc(C)c23)CC1 | -30 | 4
O=[N+]([O-])c1cc2c(cc1[N+](=O)[O-])OCCOCCOCCOCCO2 | -1 | 6
CCCn1nc(C(=O)NNC(=O)c2ccc(OC(F)F)cc2)c2ccccc2c1=O | 7 | -2
CC(C)N1CCC(=NNC(=O)c2ccc(Br)o2)CC1 | 2 | -3
N#Cc1c(NC(=O)Cn2cnc3ccccc3c2=O)oc(-c2ccccc2)c1-c1ccccc1 | 19 | -7
CC(=O)c1c(N(C)C)ccnc1C(F)(F)F | -1 | -10
Cc1ccc(NC(=O)CNCCCN2CCOCC2)cc1S(=O)(=O)N1CCCCC1 | -6 | 2

15 compounds already listed, sorted by molecular weight, largest number first.
Compound | H9c2 TAG inh | H9c2 TAG inh DAPI viability
C[C@H](CO)N1C[C@H](C)[C@@H](CN(C)S(C)(=O)=O)Oc2ccc(NC(=O)Nc3ccc4c(c3)OCO4)cc2C1=O | -1 | 2
N#Cc1c(NC(=O)Cn2cnc3ccccc3c2=O)oc(-c2ccccc2)c1-c1ccccc1 | 19 | -7
O=S(=O)(Nc1cccc(S(=O)(=O)N2CCOCC2)c1)c1ccc2c(c1)OCCO2 | -3 | -5
Cc1ccc(NC(=O)CNCCCN2CCOCC2)cc1S(=O)(=O)N1CCCCC1 | -6 | 2
Cc1ccc(S(=O)(=O)Nc2cccc(C(=O)NCCCN3CCCC3=O)c2)cc1F | -8 | -4
CCN(CC(=O)Nc1c(F)cccc1F)C(=O)c1ccc(N2CCCC2)c([N+](=O)[O-])c1 | 11 | -2
CCCn1nc(C(=O)NNC(=O)c2ccc(OC(F)F)cc2)c2ccccc2c1=O | 7 | -2
CCOC(=O)C1CCN(CC(=O)Nc2c(C(=O)OC)[nH]c3cccc(C)c23)CC1 | -30 | 4
COc1cccc(NC(=O)CN(C)C(=O)CCCc2nc3ccccc3s2)c1 | -10 | 1
O=S(=O)(c1cccc2c(S(=O)(=O)N3CCCC3)cccc12)N1CCCC1 | -6 | -6
C=CCOc1ccc(/C=C/C(=O)OCC(=O)N2CCN(C(C)=O)CC2)cc1 | 1 | -1
O=[N+]([O-])c1cc2c(cc1[N+](=O)[O-])OCCOCCOCCOCCO2 | -1 | 6
Cc1ccccc1NC(=O)CSc1nn2c(=O)c(C)nnc2s1 | 4 | -3
CC(C)N1CCC(=NNC(=O)c2ccc(Br)o2)CC1 | 2 | -3
CC(=O)c1c(N(C)C)ccnc1C(F)(F)F | -1 | -10

Other records:
Compound | H9c2 TAG inh | H9c2 TAG inh DAPI viability
CCn1c(Cc2ccc(OC)cc2)nnc1SCC(=O)NC1CCCCC1 | -11 | -1
COc1ccc(Cc2nnc(NS(=O)(=O)c3ccc(Cl)cc3)s2)cc1OC | -1 | -1
Cn1nc(C(F)(F)F)c(CN2CC(C)(C)C2=O)c1N1CCOCC1 | -7 | 4
CCN(CC)c1ccc(S(=O)(=O)N2CCOCC2)cc1NC(=O)COC(=O)c1ccco1 | -10 | -4
CS(=O)(=O)NCCCNc1ccc(C(F)(F)F)cc1[N+](=O)[O-] | 0 | -7
Cc1onc(-c2ccccc2Cl)c1C(=O)OCC(=O)N1CCC(C)CC1 | -11 | -1
CCN(CC)CCN1CNC(=S)NC1 | -6 | -6
O=S(=O)(NCCc1csc(-c2ccccc2)n1)c1cccnc1 | 2 | 0
CCCCNC(=O)C1(C)CCCCN1C(=O)c1cccs1 (configuration not stated) | -5 | -1
CCOc1cccc2sc(Cl)nc12 | -5 | -6
Cc1cccc2sc(N(CCN(C)C)C(=O)C3CCN(S(=O)(=O)c4cccs4)CC3)nc12 | -1 | 6
CCNC(=O)N1C(=O)C2(OCCO2)c2ccccc21 | 11 | 0
CCOc1ccc(C2N(c3cc(C)on3)C(=O)C3CCCN32)cc1OC (configuration not stated) | 10 | 5
C=CC[n+]1c(-c2ccccc2)csc1NC(C)(C)C | 3 | -7
CC(=O)Nc1nc(C)c(Oc2cccc(C(F)(F)F)c2)c(=O)[nH]1 | 11 | -2
CC(=O)c1ccccc1OC(=O)CCN1C(=O)C2C3C=CC(C4CC34)C2C1=O (configuration not stated) | 16 | -1
NC(=O)c1ccsc1NC(=O)COC(=O)/C=C/c1ccc([N+](=O)[O-])cc1 | 6 | -11
COc1ccc2c(c1)C1NC(=S)N[C@@](C)(O2)C1C(=O)Nc1ccccc1 (some centres not stated) | -2 | 7
CCn1cc(C(=O)OCC(=O)N(C)Cc2ccccc2)c(=O)c2ccc(C)nc21 | -5 | 6
Nc1nc(SCc2ccccc2)c2ncn(C3OC(CO)C(O)C3O)c2n1 (configuration not stated) | 4 | 6
CCN(CC)CCNS(=O)(=O)c1ccc(Cl)cc1 | 7 | 14
CC(=O)Nc1ccc(S(=O)(=O)N2CCN(C(=O)N3CCOCC3)CC2)cc1 | 4 | 0
Cc1cc2nccnc2cc1C | 11 | 4
CC1(NC(=O)Cn2cc(C(F)(F)F)ccc2=O)CCS(=O)(=O)C1 (configuration not stated) | 15 | 0
C[C@H]1C=C(C(=O)N2CCN(Cc3ccc4c(c3)OCO4)CC2)O[C@@H](OCc2ccc(CO)cc2)C1 | 4 | 1
Cc1ccc(NC(=O)CC2SC(=NC3CCCCC3)NC2=O)cc1 (configuration not stated) | -10 | -5
O=c1[nH][nH]c(C(F)(F)F)c1C=Nc1ccc(Cl)cc1 | -37 | 11
C[C@H]1CN=C(N(C)C)N1CCC1CCCCC1 | 10 | -2
COc1ccc(C(=O)C2CCCN(C(=O)c3ccnn3C)C2)c(C)c1 (configuration not stated) | 1 | -3
COc1ccc2c(c1)CC/C(=C/c1cc(OC)c(OC)c(OC)c1)C2=O | -5 | -1

A different layout for two compounds above.
CCN(CC)CCN1CNC(=S)NC1
- H9c2 TAG inh: -6
- H9c2 TAG inh DAPI viability: -6

O=S(=O)(NCCc1csc(-c2ccccc2)n1)c1cccnc1
- H9c2 TAG inh: 2
- H9c2 TAG inh DAPI viability: 0

New compounds follow:
Compound | H9c2 TAG inh | H9c2 TAG inh DAPI viability
COC1CCCN(Cc2cn(C)nc2-c2ccc(Oc3ccccc3)cc2)C1 (configuration not stated) | 3 | 18
COc1ccc2cc(C(=O)N3CCCC(Nc4ccc(F)cc4)C3)n(C)c2c1 (configuration not stated) | -4 | -6
C=CCn1c2ccccc2c2nnc(SCC(=O)NC(C(=O)OC)C(C)C)nc21 (configuration not stated) | -9 | 4
CC12CCC(O)CC1=CCC1C2CCC2(C)C(c3ccn[nH]3)CCC12 (configuration not stated) | -9 | 0
Cc1ccc(S(=O)(=O)NCCN2CCN(S(=O)(=O)c3ccccc3Cl)CC2)cc1 | -3 | -3
Cc1ccc(CNC(=O)c2ccc(Cn3nc(C)c(Cl)c3C)o2)cc1 | 16 | -5
CC1CCCCC1NC(=O)COC(=O)c1ccc2ccccc2n1 (configuration not stated) | -1 | 2
O=c1c2ccccc2nc(-c2ccc(F)cc2)n1NCc1ccccc1O | -9 | -2
CN(c1ccccc1)S(=O)(=O)c1cccc(C(=O)Nc2nn[nH]n2)c1 | 9 | 4
Cc1cccn2c(N)c(-c3ccccc3)nc12 | -19 | 10
Cc1ccccc1NC(=O)COC(=O)c1cccc(S(=O)(=O)N2CCCCC2)c1 | -1 | 4
COc1ccc(C2=NS(=O)(=O)N(C)C(C(=O)Nc3ccc(F)cc3F)=C2)cc1 | 8 | 9
CC1(C(=O)Nc2ccc(Cl)c(Cl)c2)CCN1C(=O)Cc1cccc2ccccc12 (configuration not stated) | 4 | 7
CCOC(=O)C(NC(=O)c1ccc(OC)cc1)(Nc1cc(C)on1)C(F)(F)F (configuration not stated) | -19 | 1
CCCc1nc2ccccc2c(=O)n1-c1ccc(C(=O)OCC)cc1 | -1 | 4
COc1ccc(Br)cc1S(=O)(=O)N1CC(C)OC(C)C1 (configuration not stated) | -1 | -6
Cc1csc(NC(=O)c2cc(-c3ccncc3)nc3ccccc23)n1 | 7 | -3
COc1ccccc1NC(=O)Nc1ccnn1C1CCCCC1 | 24 | 1
CC(=O)NC(c1cccc(F)c1)c1nc(-c2ccccc2)cs1 (configuration not stated) | 9 | -10
O=C(Nc1ccc2c(c1)OCCO2)C(=O)c1c[nH]c2ccccc12 | 33 | -10
CCS(=O)(=O)Nc1cc(OC)c(OC)cc1Cc1nccc2cc(OC)c(OC)cc12 | -3 | 0
Cc1ccc(-c2nnn(CC(=O)NCCc3ccc4c(c3)OCO4)n2)o1 | -13 | -1
O=C(N/N=C/C1CC2CCC1C2)C1CC1 (configuration not stated) | 20 | 4
CCC(=O)NC(=S)Nc1ccc(S(=O)(=O)NC2CCCCC2)cc1 | -4 | 9
O=C(Nc1ccc(OC(F)F)cc1)c1cc(S(=O)(=O)N2CCCCC2)ccc1N1CCOCC1 | 15 | 4
COc1ccc(NS(=O)(=O)c2cccc(C(=O)NN=Cc3cc(Br)c(O)c(Br)c3)c2)cc1 | -3 | 7
Cc1cc(S(=O)(=O)Nc2c(C)nc3nc[nH]n3c2=O)ccc1F | -20 | 8
CC(=O)OC1CCC2(C)C(CCC3C2CC(=O)C2(C)C3CC(C(C(C)=O)C(C)=O)C2C(C)=O)C1 (configuration not stated) | -13 | 6
CCCC(C)C(=O)Nc1ccc(S(N)(=O)=O)cc1 (configuration not stated) | 18 | -19
COc1ccc(F)c(-c2nc(CN3CCC(c4ccccc4)CC3)c(C)o2)c1 | 1 | 13
COc1ccc(/C=N/NC(=O)c2ccc(O)cc2)cc1CN1CCCc2ccccc21 | 1 | 4
O=C(Nc1nc(-c2cccs2)cs1)c1cccc(S(=O)(=O)N2CCCCCC2)c1 | 5 | 7
COc1ccc(N2CCN(c3nc4ccccn4c(=O)c3C=O)CC2)cc1 | -6 | -1
COc1ccccc1C=NNc1nc(C)cc(=O)[nH]1 | 6 | -4
COc1ccccc1NC(=O)COc1cccnc1[N+](=O)[O-] | -3 | -1
Cc1nc2nc[nH]n2c(=O)c1NS(C)(=O)=O | -14 | 9
CCOC(=O)c1c(CC(C)C)csc1NC(=O)CCl | 1 | -7
CC1(C2CC2)NC(=O)N(CC(=O)Nc2ccc(Cl)c([N+](=O)[O-])c2)C1=O (configuration not stated) | -9 | -3
O=C1OCC2=C1C(c1ccccc1)CC(=O)N2c1cccc(F)c1 (configuration not stated) | -1 | 3
CCOC(=O)c1cc(-c2ccccc2)n(CC2CC(c3ccc(OC)cc3)=NO2)n1 (configuration not stated) | -13 | -4
O=C(CSc1nn(-c2ccc(F)cc2)c(=S)s1)NC1CCS(=O)(=O)C1 (configuration not stated) | 0 | 1
CCCn1nc(C(=O)Nc2nc(-c3ccccn3)cs2)c2ccccc2c1=O | 3 | -1
CCn1c(CCc2ccccc2)nnc1SCC(N)=O | 6 | -2
CC(C)C(NC(=O)c1ccccc1F)C(=O)NCc1ccc(S(=O)(=O)N2CCOCC2)cc1 (configuration not stated) | -29 | 3
Cc1ccc(N2CC(C(=O)N/N=C/c3c(F)cccc3Cl)CC2=O)cc1 (configuration not stated) | -9 | -3
CN(C(=O)CS(=O)(=O)c1cn(CC(=O)N2CCCCC2)c2ccccc12)c1ccccc1 | 24 | -2
COc1ccccc1C(=O)NNC(=O)c1cccc([N+](=O)[O-])c1 | -5 | -8
CC(C)C1CC(C(=O)Nc2ccccc2)C(=O)O1 (configuration not stated) | 1 | -5
Cc1ccc(CSC(Nc2ccc(F)cc2)=C(C#N)C#N)cc1 | -23 | 5
CCc1c(C(=O)O)[nH]c2ccc(Br)cc12 | 1 | 4
O=C(COc1ccc(OCc2ccccc2)cc1)NC1CCOC1=O (configuration not stated) | 2 | -16
COc1ccc(C2N3CC4(C)CN2CC(C)(C3)C4O)cc1 (configuration not stated) | 11 | -5
CC(C)(C)c1ccc(Cn2c(=N)n(CC(O)c3ccco3)c3ccccc32)cc1 (configuration not stated) | 107* | -25*
Cc1noc(NS(=O)(=O)c2ccc(N/C=C/C(=O)c3ccc(F)cc3)cc2)c1C | 11 | 3
CCOc1ccc(S(=O)(=O)NCCC(=O)N2CCN(Cc3ccccc3)CC2)cc1 | -12 | 3
CC(=O)OC1C2CCC1C([N+]1(C)CCCCC1)CC2 (configuration not stated) | -23 | 9
O=C(NCCCCCCCCNC(=O)c1cccc2ccccc12)c1cccc2ccccc12 | -60 | 3
CN(C)c1ccc(/C=N\NC(=S)SCN2C(=O)C3CCC(C)(C2=O)C3(C)C)cc1 (configuration not stated) | 12 | -5
O=C(O)c1ccc(N2C(=O)/C(=C\c3ccccc3)N=C2c2ccccc2)cc1 | 28 | 7
CC1CN(c2nc(-c3ccc(Br)cc3)nnc2-c2ccccc2)CC(C)N1 (configuration not stated) | 21 | -8
CC(OC(=O)c1ccc2ccccc2c1)C(=O)N(C)Cc1ccccc1 (configuration not stated) | 5 | 5
NNC(=O)c1cncc(Br)c1 | -10 | -4
CCCOc1ccc(C2C(C(=O)OC)=C(C)N=C3SCCC(=O)N32)cc1OCC (configuration not stated) | 4 | 1

Bioassay records as filed in PubChem.
